# Bioassay records deposited in PubChem BioAssay by several laboratories.
# Dengue-2 NS5 capping – Dengue-2 NS5 methyltransferase inhibitors, primary screen, biochemical, confirmation dose response (AID 588689). Dengue-2 NS5 methyltransferase capping enzyme assay, biochemical; higher % means a stronger effect. 340,000 compounds, 0.3% hits. inhibition, % at 25 µM, or IC50 in µM where a hit was titrated; in the data active means a potency from the dose series
# AID2073 – inhibitors of Mint1-CaV2.2 protein interaction, biochemical, HTRF (AID 2073); HTRF protein-protein interaction, Mint1-CaV2.2; higher % means a stronger effect; one-dose inhibition, % at 20 µM; IC50 in µM for titrated hits; 290,000 compounds, 0.19% hits; in the data active means inhibition mostly above about 51%, no sharp cut-off; further: some results filed as inactive read as strong as hits
# HIV peptide binding – cell-free HIV fusion peptide-binding blockers – biochemical, uHTS, fluorescence dequenching, primary screen (AID 1986); cell-free peptide binding, fluorescence dequenching, 30 min; higher % means a stronger effect; inhibition, % at 20 µM; hits with a dose series show IC50 in µM; 290,000 compounds, 0.3% hits; in the data active means inhibition mostly above about 52%, no sharp cut-off; inactive means mostly below about 76%; further: some results filed as inactive read as strong as hits
# HEK293 NOD2/NF-kB – NOD2 signaling inhibitors, cell-based, luminescence, uHTS, HEK293 (AID 1566); HEK293 NOD2/NF-kB luciferase reporter, luminescence; higher % means a stronger effect; inhibition, % at 4 µM; hits with a dose series show EC50 in µM; 290,000 compounds, 0.63% hits; further: many of its hits are not listed in these tables
# Lipid droplet – hepatic lipid droplet formation modulation; AML12 mouse hepatocytes, oleate lipid droplets, BODIPY imaging; inhibition, % at 6.5 µM; 240,000 compounds, 0.4% hits; AID 1656;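 active means lipid droplet intensity inhibited by at least 50%, with more than 500 cells counted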
#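 Assay system: AML12 mouse liver cells | Compound: 6.5 µM single-point dosing | Schedule: Overnight exposure | Technique: Fluorescence imaging, 20x objective, two fields per well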
# LYP inhibition – inhibitors of LYP phosphatase, biochemical, fluorescence intensity, uHTS (AID 1779) | recombinant LYP phosphatase, fluorescence intensity; higher % means a stronger effect | 290,000 compounds, 0.054% hits | one-dose inhibition, % at 11.5 µM; IC50 in µM for titrated hits;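 further: plate controls were vehicle with enzyme for no effect and no enzyme for full effect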
# SIAH1 antagonists – blockers of Siah-1 interaction with plectin peptide – biochemical, fluorescence polarization, rhodamine-plectin, uHTS, primary screen (AID 1817); Siah-1 / rhodamine-plectin peptide fluorescence polarization; higher % means a stronger effect; one-dose displacement, % at 20 µM; IC50 in µM for titrated hits; 290,000 compounds, 0.02% hits;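 active means displacement of at least 50% at 20 µM, with a fluorescence ratio check between 0.3 and a set limit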;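 further: plate controls were Siah plus tracer with DMSO for no effect and tracer alone without Siah for full effect; strong numbers were not always called active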
# Myeloid diff 2 – myeloid differentiation induction; 360,000 compounds, 1% hits; ER-HoxA9 myeloid progenitors, lysozyme-GFP differentiation, flow cytometry; AID 624256; calls only at 10 µM;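 active means normalized GFP-positive differentiation at or above the plate's own cutoff, the solvent-only control mean plus 3 SD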;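 further: cells exposed to compound for four days before flow analysis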
# XIAP displacement – small molecules displacing peptide from XIAP – biochemical, IAP family, fluorescence polarization (AID 1018); XIAP BIR domain, fluorescence polarization peptide displacement; higher % means a stronger effect; one-dose displacement, % at 20 µM; IC50 in µM for titrated hits; 200,000 compounds, 0.007% hits; in the data active means displacement above about 50%; further: a part of the inactive calls stands beside numbers as strong as those of hits
# Lipid droplet cells 6.5 µM – second read-out of Lipid droplet, no call of its own (marks repeat the call); cell count; measured here: cell count, cytotoxicity flag;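 cells counted across two imaged fields per well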
# Dengue-2 NS5 capping pilot replicate – recorded beside Dengue-2 NS5 capping, whose call it bears; inhibition, %; measured here: pilot screen replicate inhibition
# Myeloid diff 2 GFP+ MAC1+ % – also measured in Myeloid diff 2; calls as there; GFP+ MAC1+ double positive, %; measured here: differentiation confirmed by MAC1 staining
# * marks the source's active call; other numbers are inactive results; i = inactive; · = not tested or not shown. Unless noted, no stated cut-off is given here; in the data, active means inhibition above about 50%; inactive means the rest. These rows are one share of the data; the hit share may differ from the screen's.
SMILES,Dengue-2 NS5 capping,AID2073,HIV peptide binding,HEK293 NOD2/NF-kB,Lipid droplet,Lipid droplet cells 6.5 µM,LYP inhibition,SIAH1 antagonists,Myeloid diff 2,Myeloid diff 2 GFP+ MAC1+ %,XIAP displacement,others
Cn1c(=O)c(=O)n(C)c2cc(S(=O)(=O)N3CCN(Cc4ccccc4)CC3)ccc21,3%,5%,-0.4%,2%,·,·,-8%,6%,i,0.5,-4.2%,
Cc1cc(C)n2nc(S(=O)(=O)N(CC(C)C)CC(C)C)nc2n1,4%,0%,-3.1%,5%,-1,638,2%,0%,i,1.5,-14%,
COc1ccc(OC)c(C(c2nnnn2C2CCCC2)N2CCN(c3ccc(F)cc3)CC2)c1 (centres undefined),-9%,-6%,0.7%,-4%,-8,798,0%,2%,i,1.5,-3.4%,
O=c1c2ccccc2c(C=NCCc2ccccc2)c(O)n1Cc1ccccc1,-2%,-3%,0.3%,2%,2,777,-4%,1%,i,0.4,-4.3%,
O=[N+]([O-])c1ccc(C(O)CN2CCOCC2)cc1 (centres undefined),0%,23%,-1.8%,-21%,19,726,-14%,3%,i,0.3,·,
COc1cc(OC)cc(C(=O)Nc2cccc(C(C)=O)c2)c1,4%,-5%,-1.1%,-9%,8,537,-1%,-8%,i,3.0,-7.1%,Dengue-2 NS5 capping pilot replicate=3.9
CCOc1ccc(NS(=O)(=O)c2ccc(NC(=O)c3cccnc3)c(OC)c2)cc1,-7%,4%,0.3%,-5%,-5,712,3%,-4%,i,0.3,-6.0%,
Cc1ccc(-c2n[nH]c(=S)n2/N=C/c2c(C)[nH]n(-c3ccccc3)c2=O)cc1,0%,5%,8.9%,16%,8,667,1%,7%,i,0.1,-4.6%,
CCCCC(=O)OCC(=O)Nc1cccc(S(=O)(=O)NC2=NCCCCC2)c1,·,-2%,-1.1%,9%,8,658,-1%,5%,i,0.1,-2.3%,
CCOC(=O)c1c(N2C(=O)CC(Sc3ccccc3C(=O)O)C2=O)sc(C)c1C (centres undefined),25%,23%,3.8%,0%,-3,704,2%,-6%,i,0.5,·,
CCN(CC)S(=O)(=O)c1ccc(OC)c(NC(=O)c2cccs2)c1,-13%,-3%,-0.1%,6%,16,762,-2%,-2%,i,0.4,-1.8%,
CCC1Sc2ccc(S(=O)(=O)CCC(=O)Nc3cccc(Br)c3)cc2NC1=O (centres undefined),-8%,27%,1.0%,12%,-6,722,-6%,26%,i,4.2,·,
CC(C)OP(=O)(c1ccc(N(C)C)cc1)C(O)c1ccccc1F (centres undefined),0%,13%,0.8%,19%,-10,705,-6%,2%,i,1.0,-5.7%,
CCCNc1cc(=S)nc(N)[nH]1,6%,-41%,1.6%,9%,1,725,-9%,0%,i,0.5,·,
CC1CCCN(C(=O)c2nn(C)c3c2CS(=O)(=O)c2ccccc2-3)C1 (centres undefined),-6%,-2%,3.9%,14%,26,764,-4%,2%,i,2.0,·,
COCc1cc(Sc2ccc(Cl)cc2)nc(-c2ccccc2)n1,-1%,-8%,-1.3%,1%,·,·,-3%,0%,i,0.7,-16%,
Fc1ccccc1COc1ccc(Br)cc1CNCc1cccnc1,2%,-10%,-1.5%,0%,1,679,-4%,-2%,i,0.3,4.6%,
CCOC(=O)c1c(CSc2ccccc2)oc2cc(Br)c(O)c(CN(C)C)c12,-4%,-11%,-1.8%,1%,-16,739,-4%,2%,i,0.3,·,
COc1cc([N+](=O)[O-])ccc1NC(=O)Cc1ccccc1,6%,0%,1.0%,10%,1,742,-6%,9%,i,0.9,0.8%,
O=C(NCc1cccs1)c1cc(S(=O)(=O)N2CCOCC2)c(Cl)cc1Cl,1%,6%,2.6%,11%,1,832,-2%,0%,i,1.1,·,
Cc1cccc2sc(NC(=O)CSCc3ccccc3)nc12,-6%,0%,-0.4%,1%,24,808,1%,6%,i,0.4,-4.4%,
O=C(OCC(CO)OC(CO)n1ccc(=O)[nH]c1=O)c1ccccc1 (centres undefined),0%,0%,-2.8%,0%,·,·,-1%,-2%,i,2.9,-6.1%,
O=C(CNC(=O)c1sc2ccccc2c1Cl)NCc1ccccc1,-3%,8%,2.4%,5%,-13,851,-5%,-2%,i,0.5,·,
O=C(c1n[nH]c2ccccc12)N1CCN(c2ccc(F)cc2)CC1,-4%,27%,-0.7%,0%,4,698,0%,6%,i,0.3,-3.2%,
CN1CCc2c(n(CC(O)CNCc3ccccc3)c3ccccc23)C1=O (centres undefined),-2%,-4%,-0.3%,1%,4,678,-4%,-8%,i,0.1,0.4%,
SMILES,Dengue-2 NS5 capping,AID2073,HIV peptide binding,HEK293 NOD2/NF-kB,Lipid droplet,Lipid droplet cells 6.5 µM,LYP inhibition,SIAH1 antagonists,Myeloid diff 2,Myeloid diff 2 GFP+ MAC1+ %,XIAP displacement,others
CCOC(=O)N1CCN(C(=O)CN(Cc2ccccc2)S(=O)(=O)c2ccc(OC)c(Cl)c2)CC1,-7%,0%,-2.6%,-5%,-10,807,0%,0%,i,5.9,2.1%,
Cc1ccc(-n2ncc3c(=O)n(CC(=O)NCc4ccco4)cnc32)cc1,2%,16%,4.4%,-3%,0,733,-5%,4%,i,0.3,-1.2%,
CC(=O)NC1CSCC1OC(C)=O (centres undefined),-1%,1%,0.8%,1%,·,·,-13%,3%,i,0.7,0.9%,
CCc1nnc(NC(=O)c2ccc3ccccc3n2)s1,-3%,10%,-1.0%,-48%,3,675,-5%,-1%,i,0.7,-7.8%,
CCN(C(=O)COC(=O)/C=C/c1cnc2ccccc2n1)C1CCS(=O)(=O)C1 (centres undefined),0%,8%,-0.5%,19%,7,709,-4%,3%,i,0.9,-8.4%,
O=C(Nc1cccc(Cl)c1Cl)c1ccc(-c2ccccc2)cc1,-7%,4%,-2.9%,-51%,·,·,-11%,4%,i,0.6,1.0%,
CCOC(=O)c1c(C)[nH]c(C)c1C(=O)COc1ncnc2cc([N+](=O)[O-])ccc12,-7%,16%,-0.3%,7%,5,596,-5%,-1%,i,0.1,-5.2%,
CC(C)(C)C(=O)Nc1cc(S(=O)(=O)Nc2ccc(Cl)cc2)ccc1Cl,-3%,-4%,0.1%,11%,-27,657,5%,-5%,i,0.5,-4.1%,
CCOC(=O)C(C(C)=O)=C1SC2CS(=O)(=O)CC2S1 (centres undefined),0%,4%,0.6%,5%,·,·,-6%,1%,i,8.1,-2.1%,
CCOC(=O)N/N=C/c1c(F)c(F)c(F)c(F)c1F,-11%,1%,0.3%,-7%,4,404,-8%,-3%,i,0.3,-3.1%,
C/C(=C/C(=O)N1CCN(C)CC1)C(=O)O,-4%,5%,-0.7%,7%,-16,547,-8%,4%,i,0.9,-11%,
Cc1ccc(N(C(=O)c2ccccc2Cl)C2=NC(C)CS2)c(C)c1 (centres undefined),·,-1%,-2.7%,13%,-20,645,5%,-4%,i,0.1,-1.4%,
CCOCCn1c(SCc2cccc(C)c2)nc2c1c(=O)[nH]c(=O)n2C,-1%,-5%,-3.4%,7%,·,·,-11%,1%,i,2.0,-12%,
COc1ccc(N2CCN(C(=O)c3cccc(F)c3)CC2)c([N+](=O)[O-])c1,-2%,0%,-1.2%,3%,2,642,-5%,0%,i,0.4,-4.6%,
COc1cc(/C=N/n2cnnc2-n2nc(C)cc2C)cc([N+](=O)[O-])c1O,6%,-6%,-3.3%,-4%,-3,681,-4%,-6%,i,0.2,·,
Cc1cc(C(F)(F)F)nc(SCC(=O)Nc2nccs2)n1,-5%,-3%,0.9%,-6%,5,880,-11%,-2%,i,0.7,·,
Cc1ccc(CNS(=O)(=O)c2cc3c4c(c2)C(C)C(=O)N4CCC3)cc1 (centres undefined),-12%,-7%,-0.4%,31%,-32,676,-11%,10%,i,0.4,·,
COc1cc(/C=N/N=C2/NC(=O)C(c3ccccc3)S2)ccc1O (centres undefined),2%,2%,8.0%,18%,0,654,7%,-4%,i,1.3,-2.3%,
CCSc1nnc(NC(=O)CSc2nc3c(cc2C#N)CCCC3)s1,0%,4%,-1.7%,-168%,·,·,6%,0%,i,7.0,-6.6%,
Cc1ccc(NC(=O)CCC(=O)NNC(=O)c2cccc([N+](=O)[O-])c2)cc1C,-3%,1%,0.3%,12%,3,613,0%,5%,i,7.6,1.8%,
Cc1sc2ncnc(N(C)CCc3ccccn3)c2c1C,-5%,10%,1.9%,14%,-8,737,-6%,13%,i,0.4,·,
O=C(NC1CCCCCCC1)c1ccc(F)cc1,0%,26%,-2.4%,-72%,·,·,-8%,1%,i,0.5,·,

# Molecules shown so far containing fluorine:
SMILES,Dengue-2 NS5 capping,AID2073,HIV peptide binding,HEK293 NOD2/NF-kB,Lipid droplet,Lipid droplet cells 6.5 µM,LYP inhibition,SIAH1 antagonists,Myeloid diff 2,Myeloid diff 2 GFP+ MAC1+ %,XIAP displacement,others
COc1ccc(OC)c(C(c2nnnn2C2CCCC2)N2CCN(c3ccc(F)cc3)CC2)c1 (centres undefined),-9%,-6%,0.7%,-4%,-8,798,0%,2%,i,1.5,-3.4%,
CC(C)OP(=O)(c1ccc(N(C)C)cc1)C(O)c1ccccc1F (centres undefined),0%,13%,0.8%,19%,-10,705,-6%,2%,i,1.0,-5.7%,
Fc1ccccc1COc1ccc(Br)cc1CNCc1cccnc1,2%,-10%,-1.5%,0%,1,679,-4%,-2%,i,0.3,4.6%,
O=C(c1n[nH]c2ccccc12)N1CCN(c2ccc(F)cc2)CC1,-4%,27%,-0.7%,0%,4,698,0%,6%,i,0.3,-3.2%,
CCOC(=O)N/N=C/c1c(F)c(F)c(F)c(F)c1F,-11%,1%,0.3%,-7%,4,404,-8%,-3%,i,0.3,-3.1%,
COc1ccc(N2CCN(C(=O)c3cccc(F)c3)CC2)c([N+](=O)[O-])c1,-2%,0%,-1.2%,3%,2,642,-5%,0%,i,0.4,-4.6%,
Cc1cc(C(F)(F)F)nc(SCC(=O)Nc2nccs2)n1,-5%,-3%,0.9%,-6%,5,880,-11%,-2%,i,0.7,·,
O=C(NC1CCCCCCC1)c1ccc(F)cc1,0%,26%,-2.4%,-72%,·,·,-8%,1%,i,0.5,·,

# Entries from the list above that have a COOH group, in the order listed:
SMILES,Dengue-2 NS5 capping,AID2073,HIV peptide binding,HEK293 NOD2/NF-kB,Lipid droplet,Lipid droplet cells 6.5 µM,LYP inhibition,SIAH1 antagonists,Myeloid diff 2,Myeloid diff 2 GFP+ MAC1+ %,XIAP displacement,others
CCOC(=O)c1c(N2C(=O)CC(Sc3ccccc3C(=O)O)C2=O)sc(C)c1C (centres undefined),25%,23%,3.8%,0%,-3,704,2%,-6%,i,0.5,·,
C/C(=C/C(=O)N1CCN(C)CC1)C(=O)O,-4%,5%,-0.7%,7%,-16,547,-8%,4%,i,0.9,-11%,
